Compound activity: PubChem, Broad Institute
FN deposit inh = fibronectin deposition inhibition | inhibition, % at 12.6 µM | AH1F fibroblasts, Alexa488-fibronectin deposition fluorescence, overnight | 350,000 compounds, 0.086% hits;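 active means mean inhibition across replicates of 30% or more, regardless of how many single replicates reach that level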;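 further: positive control wells lacked labelled fibronectin entirely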
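Assay system: AH1F fibroblasts / Quantity: 10000 cells per well / Medium: DMEM plus 2% serum, read in PBS / Reagent: labelled fibronectin 24 nM / Dosing: single dose, pinned / Times: 1 h cell attachment, overnight exposure to compound and label / Signal: fluorescence, ex 485 nm, em 525 nm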
PAX8 inh HTS = PAX8 transcriptional activity inhibition; RMG-I TPO-luciferase reporter, SteadyGlo, 24 h; inhibition, % at 12.6 µM; AID 652154; 360,000 compounds, 1.2% hits;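 active means mean replicate inhibition at least 60% with every replicate also reaching 60%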;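 further: luciferase light reporting Pax8 driven TPO promoter activity; plate controls were median of neutral control wells for no effect and mitoxantrone controls for full effect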
miR-122 sensor = blocks miR-122 activity in Huh7 sensor cells. Huh7 miR-122 Renilla luciferase sensor, 48 h; neutral wells = 0, positive control = 100. AID 602342. activation (reporter increase), % at 12.5 µM. 340,000 compounds, 0.3% hits;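 active means mean replicate activation score at least 90 and every replicate individually at or above 90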;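 further: higher luciferase means less miR-122 activity so hits act as miR-122 inhibitors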
EWS-Fli inh = EWS/Fli transcriptional activity inhibition | inhibition, % at 12.6 µM | AID 651661 | 350,000 compounds, 0.67% hits | A673 NR0B1-luciferase reporter, viability-normalised;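 active means mean inhibition of at least 50% after viability correction, with every replicate also passing that limit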;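 further: firefly luciferase signal divided by Alamar Blue viability fluorescence both relative to DMSO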
CASP6 VEID inh = inhibitors of human caspase-6. inhibition, % at 12.5 µM. purified caspase-6, Z-VEID-R110 cleavage fluorescence. 350,000 compounds, 0.53% hits;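 active means mean inhibition across replicates at least about 35%, with every replicate also reaching that limit, limit read from the data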;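 further: 0% = median of neutral control wells and 100% = no fluorescence left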
Target sequence (P55212 24-179 limits assumed): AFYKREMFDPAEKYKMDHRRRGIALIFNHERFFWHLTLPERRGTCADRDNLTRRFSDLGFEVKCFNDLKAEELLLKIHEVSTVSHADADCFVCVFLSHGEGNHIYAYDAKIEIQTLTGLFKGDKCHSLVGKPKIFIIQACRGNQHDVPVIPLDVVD
Target sequence (P55212 194-293 limits assumed): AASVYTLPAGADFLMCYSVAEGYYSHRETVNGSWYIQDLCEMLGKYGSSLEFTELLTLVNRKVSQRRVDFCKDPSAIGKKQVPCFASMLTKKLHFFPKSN
LGR2 inh = inhibitors of bursicon-induced Drosophila LGR2 receptor cAMP signaling; HEK293 LGR2, CRE-luciferase, bursicon-stimulated, 4 h; inhibition, % at 9.99 µM; 380,000 compounds, 0.35% hits; AID 720647;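 active means drop in luminescence signal, shown as inhibition above about 50% in the replicate tests, limit read from the data, passing the limit was not always enough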;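 further: agonist challenge used bursicon conditioned medium at about half maximal strength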
Cneo AK release = Cryptococcus neoformans lysis via adenylate kinase release. AID 651654. C. neoformans lysis, adenylate kinase release luminescence, 4 h; normalised: neutral wells 0, clomiphene wells 100. 360,000 compounds, 0.2% hits. lysis activity, % at 15 µM;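 active means mean lysis activity across replicates of at least 80%, whatever share of replicates individually reach that level; inactive means mean lysis activity below 80%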
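Signal: Adenylate kinase release luminescence | Assay system: Log-phase Cryptococcus neoformans yeast cells | Input: Cells at 5 × 10^6 per mL | Buffer or medium: Fresh YPD growth medium | Compound: Single dose | Schedule: Static 4 h at 37 °C with compound, 1 h detection | Controls: Clomiphene | Read-out: Luminescence rise reflecting yeast cell lysis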
PGC1a acetyl inh = lowers PGC1a acetylation signal in U2OS cells. AlphaScreen anti-acetyl-lysine; with virally co-expressed GCN5 acetyltransferase. inhibition, % at 15.6 µM. 350,000 compounds, 0.17% hits. AID 651687;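 active means every replicate shows inhibition of at least 40%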;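 further: 0% = neutral control wells and 100% = positive control wells; some results beyond the cut were filed as inactive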
* hit, by the source's call; / = no result given; [ ] = dose if it differs, or a comment.

The line under a structure holds: FN deposit inh	PAX8 inh HTS	miR-122 sensor	EWS-Fli inh	CASP6 VEID inh	LGR2 inh	Cneo AK release	PGC1a acetyl inh
- Cc1c(C(=O)NCc2cccc(C(F)(F)F)c2)sc(=O)n1Cc1cccc(F)c1
 : 0	4	-3	12	-2	9	1	2
- O=C1NCC(Nc2ccc(Br)cc2)C(=O)N1 (configuration not stated)
 : -5	-1	/	-5	-1	6	-3	-6
- Cc1ccc(/C=N\NC(=O)/C(=C\Nc2nccc(C)n2)NC(=O)c2ccccc2)cc1
 : -1	0	4	-7	1	4	2	-9
- CCCCSCc1nc2ccccn2c1Br
 : 0	-17	/	-25	/	-4	/	8
- OC(CNCc1ccccc1Cl)C(F)(F)F (configuration not stated)
 : -8	-4	/	-15	/	-1	/	3
- Cc1ccc(C(=O)Nc2ccc(N3CCCCC3)cc2)cc1
 : 6	-155	-11	-44	4	/	0	-5
- Cc1ccc(S(=O)(=O)CCC(=O)OCC(=O)NCCc2ccc(S(N)(=O)=O)cc2)cc1
 : -14	2	-5	2	2	0	0	-4
- O=C(Nc1ccc(C(F)(F)F)cc1)N[C@@H]1C=C[C@H](CC(=O)N2CCCCC2)O[C@@H]1CO
 : 4	/	/	/	13	17	/	-1
- CCOC(=O)C1CCCn2c1nc1sc3c(c1c2=O)CCCC3 (configuration not stated)
 : /	8	4	/	/	/	5	5
- NC(=O)CN1C(=O)C(=O)N(Cc2ccccc2Cl)C1=O
 : -2	-7	-4	2	-2	5	-5	-1
- O=C(O)c1ccc(N/N=C/C=C/c2ccc([N+](=O)[O-])o2)cc1
 : 1	-20	-13	-21	75*	-9	0	/
- Cc1ccccc1NC1=NC(C)(C)N=C(N)N1
 : 6	7	-5	/	/	/	-1	-5
- COc1cccc(C=Cc2nccc3ccccc23)c1OC
 : 18	-52	26	-41	-2	-5	-9	0
- Cc1ccc(CSc2nnc(-c3ccccn3)n2C)cc1
 : -4	-82	29	/	/	/	3	3
- CC(=O)N1CCN(c2cc(N3CCCC3)c(F)cc2[N+](=O)[O-])CC1
 : 6	-14	-7	-1	4	-14	3	4
- O=C(N/N=C/c1cccc([N+](=O)[O-])c1)c1ccc(Br)cc1
 : -16	-23	/	-16	-1	-36	/	2
- CCN(CC)c1ccc(NC(=O)c2ccco2)c(C)c1
 : -6	/	-8	/	/	-13	6	4
- CN1CCn2c1nc(N1CCOCC1)nc2=O
 : /	/	-5	/	/	6	3	-4
- Cc1cccc(C(=O)NCC(C)NC(=O)c2cccc(C)c2)c1 (configuration not stated)
 : 3	9	-1	13	-2	-15	1	18
- Cc1cc(C(=O)Nc2cccc3c2O[C@H](CN(C)Cc2ccc(C(=O)Nc4ccccc4N)cc2)[C@H](C)CN([C@H](C)CO)C3=O)n(C)n1
 : -3	/	72[16.7 µM]	44	/	-2	2	-20

Structural class: those above with sulfur (5)
The line under a structure holds: FN deposit inh	PAX8 inh HTS	miR-122 sensor	EWS-Fli inh	CASP6 VEID inh	LGR2 inh	Cneo AK release	PGC1a acetyl inh
- Cc1c(C(=O)NCc2cccc(C(F)(F)F)c2)sc(=O)n1Cc1cccc(F)c1
 : 0	4	-3	12	-2	9	1	2
- CCCCSCc1nc2ccccn2c1Br
 : 0	-17	/	-25	/	-4	/	8
- Cc1ccc(S(=O)(=O)CCC(=O)OCC(=O)NCCc2ccc(S(N)(=O)=O)cc2)cc1
 : -14	2	-5	2	2	0	0	-4
- CCOC(=O)C1CCCn2c1nc1sc3c(c1c2=O)CCCC3 (configuration not stated)
 : /	8	4	/	/	/	5	5
- Cc1ccc(CSc2nnc(-c3ccccn3)n2C)cc1
 : -4	-82	29	/	/	/	3	3

(more compounds)
The line under a structure holds: FN deposit inh	PAX8 inh HTS	miR-122 sensor	EWS-Fli inh	CASP6 VEID inh	LGR2 inh	Cneo AK release	PGC1a acetyl inh
- O=C(O)c1ccc(CN2C[C@@H](CO)O[C@@H](n3cnc4c(NCc5ccc(F)cc5)ncnc43)C2)cc1
 : 7	4	1	-5	4	-6	1	/
- C[C@@H]1CN([C@@H](C)CO)C(=O)Cc2cc(NC(=O)Cc3cn(C)c4ccccc34)ccc2O[C@@H]1CN(C)S(=O)(=O)c1cccs1
 : -23	-4	1[16.7 µM]	5	-1	1	51	1
- O=S(=O)(c1cccc(Cl)c1)N1CCN(S(=O)(=O)c2ccc3c(c2)OCCO3)CC1
 : 6	0	4	12	-2	-10	3	0
- COC(=O)c1ccc2nc(C3CCCCC3)c(Cc3ccc(C)cc3)n2c1
 : -6	1	-1	0	3	-25	8	-12
- O=C(NC1CCCCC1)C(c1ccccc1)N(C(=O)c1csnn1)C1CC1 (configuration not stated)
 : 6	-5	/	/	/	1	0	/
- CC(=O)c1ccc(NC(=O)N2CCN(c3ccc(C)cc3)C(C)C2)cc1 (configuration not stated)
 : -1	16	/	6	-2	-17	/	3
- Cc1ccc(-c2nnn(CC(=O)N3C(C)CCCC3C)n2)cc1 (configuration not stated)
 : 0	2	-11	-10	-2	-18	0	4
- Cc1ccc(-n2[nH]c(C)c(C=Nc3ccc(Br)cn3)c2=O)cc1
 : 0	8	0	-10	-3	5	-1	6
- O=C(NC1CCCC1)C1c2ccccc2OCC(=O)N1CCCN1CCOCC1 (configuration not stated)
 : -1	-4	/	-8	-3	-5	/	/
- O=C(C[C@H]1C[C@@H]2c3cc(NC(=O)NC4CCCC4)ccc3O[C@@H]2[C@H](CO)O1)NCc1ccncc1
 : -2	-6	2[16.7 µM]	-2	1	-8	21	5
- COCC(=O)N(C)C[C@@H]1Oc2cc(-c3cccnc3)ccc2S(=O)(=O)N([C@H](C)CO)C[C@H]1C
 : -8	/	-1[16.7 µM]	-24	-2	4	-4	2
- Cn1c(=O)c2c(SCc3ccccn3)nc(C3CC3)nc2n(C)c1=O
 : 5	10	-4	5	-3	8	1	-4
- CC(=O)OC(C[N+]1(C)CCCCCC1)c1ccccc1 (configuration not stated)
 : 2	6	6	-5	-9	13	0	1
- COc1cc(Cl)c(C)cc1NC(=O)CSc1sc2c(O)cc(=O)[nH]c2c1C#N
 : -9	19	3	4	26	3	1	/
- COc1ccccc1NC(=O)Nc1ccc2c(c1)nc(C)n2C
 : -7	-44	/	-51	3	-15	/	4
- CCOc1ccc(NC(=O)CSc2nnc(C3CC3)n2C)cc1
 : -29	4	-3	-13	-2	14	/	-10
- CCNC(=O)Nc1ccc2c(c1)C(=O)N(C)[C@H]1CC[C@@H](CC(=O)NCCN3CCCC3)O[C@H]1CO2
 : -6	9	3[16.7 µM]	-2	/	14	-4	12
- CC(C)NC(=O)N(C)C[C@H]1Oc2ncc(C#CC3CCCC3)cc2C(=O)N([C@@H](C)CO)C[C@H]1C
 : -5	-25	-8[16.7 µM]	-5	-1	-7	0	7
- CCCN1[C@H](C(=O)OC)[C@@H](CO)[C@@H]2Cn3c(ccc(-c4cccc(OC)c4)c3=O)[C@@H]21
 : -5	5	-3[16.7 µM]	-8	-2	-10	0	-7
- CCNC(=O)C1CC(=O)N(CC)C(=Nc2cc(Cl)c(O)c(Cl)c2)S1 (configuration not stated)
 : -3	5	-8	/	/	/	-1	/
- CC(C)NC(=O)Nc1cccc2c1O[C@@H](CN(C)Cc1ccc3c(c1)OCO3)[C@@H](C)CN([C@H](C)CO)C2=O
 : -1	-4	/	-9	-2	19	0	-6
- Cc1cc(C(=O)N/N=C2\CC(=O)CC(C)(C)C2)n[nH]1
 : /	/	2	/	/	-13	1	3
- O=C(COc1ccc(Cl)cc1Cl)NC(=O)c1ccccc1
 : 3	-3	/	1	-6	6	1	/
- COc1ccc(C(=O)NNC(=O)CCc2nc3ccccc3c(=O)[nH]2)cc1
 : -3	9	-4	1	-3	15	0	0
- CCOC(=O)c1c(NC(=O)CSc2nnc(-c3c[nH]c4ccccc34)n2CCOC)sc2c1CCCC2
 : 6	16	/	0	0	-1	-1	/
- COc1ccc(S(=O)(=O)Nc2cccc3c2O[C@H](CN(C)Cc2ccc(C(=O)Nc4ccccc4N)cc2)[C@H](C)CN([C@H](C)CO)C3=O)cc1
 : /	/	63[16.7 µM]	48	1	16	4	10
- Cc1csc(C(=O)NN)c1N(C)C
 : -3	11	/	0	-2	-26	/	/
- CCOc1ccc(NC(=O)CN(C)C(=O)c2ccccc2CCc2ccccc2)cc1OCC
 : -1	-3	/	1	2	13	1	/
- CC(=O)OC1c2ccccc2C(=O)N1Cc1ccccc1Cl (configuration not stated)
 : 4	-14	/	0	0	2	1	/
- COc1cccc(CC(=O)N2CCN(c3ccccc3[N+](=O)[O-])CC2)c1
 : -12	17	2	-5	1	/	1	8
- Cc1cccc(NC(=O)c2cccnc2Cl)n1
 : 2	/	/	-8	2	6	-5	/
- CS(=O)(=O)c1ccc(-c2csc(C(O)(c3ccccc3)C(F)(F)F)n2)cc1 (configuration not stated)
 : 12	27	2	-4	3	-3	-1	-17
- O=C(N/N=C/c1ccc(F)cc1)c1cc(-c2ccco2)nc2ccccc12
 : -1	21	-7	/	/	/	38	0
- CCOc1ccc(S(=O)(=O)NCCC(=O)N(C)Cc2cccs2)cc1
 : 4	3	9	9	-32	12	2	-1
- COC(=O)c1sccc1NC(=O)CC1C(=O)NCCN1C(=O)c1c(F)cccc1Cl (configuration not stated)
 : -4	7	-6	3	5	/	8	/
- Cc1ccc2c(c1)N(CC(=O)NCc1ccco1)C(=O)C(C(C)C)O2 (configuration not stated)
 : -7	4	11	-5	-6	5	15	-6
- CO[C@@H]1CN(C)C(=O)c2ccc(NC(=O)Nc3cccc(F)c3)cc2OC[C@H](C)N(C(=O)C2CC2)C[C@@H]1C
 : -5	/	-24[16.7 µM]	1	/	10	/	-11
- CCC(=O)N(C)C[C@@H]1Oc2cc(-c3ccc(OC)cc3)ccc2S(=O)(=O)N([C@H](C)CO)C[C@H]1C
 : 10	8	-10[16.7 µM]	5	5	9	-2	-3
- Cc1ccc(OCCn2cc(/C(N)=N/O)c3ccccc32)cc1C
 : -7	16	2	/	/	/	3	-6
- CCc1ccc(NC(=O)N2CCN(C(=O)C3CCCO3)CC2)cc1 (configuration not stated)
 : /	-1	2	-7	2	-11	-5	/
- Cn1c(=O)c2cc(NC(=O)Nc3cccnc3)ccc2n1Cc1ccc(Cl)cc1
 : -8	-11	8	-11	11	-1	-3	22
- CCN(C(=O)COC(=O)c1ccccc1SCC(=O)N1CCCC1)C1CCS(=O)(=O)C1 (configuration not stated)
 : 1	-6	/	-4	-2	-11	1	/
- O=C(Nc1ccc(N2CCN(C(=O)c3ccccc3F)CC2)cc1)c1cncc(Br)c1
 : 7	-19	13	/	1	24	9	16
- CC(C)NC(=O)N1CCCCN2[C@H](CO)[C@H](c3ccc(C#C[C@@H](C)O)cc3)[C@@H]2C1
 : /	0	0[16.7 µM]	-11	1	30	0	2
- Cc1ccc([N+](=O)[O-])cc1S(=O)(=O)Nc1ccc(O)c(Sc2ncn[nH]2)c1
 : /	6	-2	-1	17	3	3	4
- COC(=O)c1sccc1NC(=O)Nc1ccc(C)cc1C
 : 5	-7	5	/	-1	-17	-8	0
- CC(C)(C)c1ccc(Oc2ccc(NC(=O)c3ccccc3C(=O)O)cn2)cc1
 : -3	14	-18	63*	9	4	0	3
- CCOC(=O)CN1N=C(c2ccc(Cl)s2)CSC1=O
 : 4	13	/	-25	-1	7	/	/
- Cc1ccccc1CCN(C(=O)c1csnn1)C(C(=O)NC1CCCC1)c1ccco1 (configuration not stated)
 : -1	13	/	-4	-2	5	0	/
- COc1ccc(C)cc1CN(C)c1ccc(S(=O)(=O)N2CCN(C)CC2)cn1
 : 4	1	2	8	-3	0	3	/
